Assay outcomes (PubChem)
GPR55 LPI antagonism: inhibition of LPI-stimulated GPR55 beta-arrestin translocation – imaging, U2OS, beta-arrestin-GFP, LPI agonist, primary screen (AID 2013). inhibition, % at 10 µM, or IC50 in µM where a hit was titrated. U2OS GPR55 beta-arrestin-GFP translocation imaging, LPI antagonism; higher % means a stronger effect. 290,000 compounds, 0.13% hits;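 active = spots per cell inhibited over 60%, with over 100 cells counted and total cytoplasm intensity under 500,000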;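 note: U2OS cells stably carrying GPR55 and arrestin-GFP stimulated by 5 µM LPI near EC80; imaged beta-arrestin-GFP aggregate spots per cell after agonist stimulation; plate controls were LPI-stimulated DMSO wells for no effect and DMSO wells without LPI for full effect; some results filed as inactive read as strong as hits; confirmed hits need IC50 under 10 µM and bright autofluorescent wells are also inconclusive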
Myeloid diff 2: promotes myeloid progenitor differentiation; ER-HoxA9 myeloid progenitors, lysozyme-GFP differentiation, flow cytometry; calls only at 10 µM; 360,000 compounds, 1% hits;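 active = normalized GFP-positive differentiation at or above the plate's own cutoff, the solvent-only control mean plus 3 SD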;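 note: cells exposed to compound for four days before flow analysis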
NTR1 ag: NTR1-driven beta-arrestin-GFP spot formation – imaging, U2OS cells, high content, primary screen (AID 493036); P30989; activation, % at 20 µM; 330,000 compounds, 0.17% hits; agonist mode;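 active = activation at or above 40% of the spot to cytoplasm intensity ratio, with at least 20 cells analyzed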;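 note: 0% = DMSO without peptide and 100% = 100 nM NTR1 peptide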
Target sequence (P30989 whole entry, looked up): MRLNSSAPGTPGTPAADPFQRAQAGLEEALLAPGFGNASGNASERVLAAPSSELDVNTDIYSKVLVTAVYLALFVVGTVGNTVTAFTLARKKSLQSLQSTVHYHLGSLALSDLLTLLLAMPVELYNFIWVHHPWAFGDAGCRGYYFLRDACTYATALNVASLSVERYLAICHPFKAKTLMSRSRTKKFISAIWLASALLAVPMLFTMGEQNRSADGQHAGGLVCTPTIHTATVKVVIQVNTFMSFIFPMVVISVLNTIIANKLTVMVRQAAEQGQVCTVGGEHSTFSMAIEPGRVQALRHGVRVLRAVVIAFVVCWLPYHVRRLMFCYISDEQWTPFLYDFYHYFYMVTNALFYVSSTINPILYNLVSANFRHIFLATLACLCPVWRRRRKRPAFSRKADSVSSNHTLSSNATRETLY
NOD1 NF-kB reporter: NOD1 signaling inhibitors, primary screen, cell-based, luminescence, uHTS (AID 1578) | inhibition, % at 4 µM, or EC50 in µM where a hit was titrated | NOD1-driven NF-kB luciferase reporter cells, luminescence; higher % means a stronger effect | 290,000 compounds, 1% hits; in the data active = inhibition mostly above about 36%, no sharp cut-off; inactive = mostly below about 34%;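 note: HEK-293T reporter cells stimulated with the NOD1 agonist gamma-tri-DAP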
KOR beta-arrestin-1: kappa opioid receptor activators – cell-based, luminescence, uHTS, primary screen (AID 1777); KOR beta-arrestin recruitment, luminescence; higher % means a stronger effect; activation, % at 10 µM, or EC50 in µM where a hit was titrated; 280,000 compounds, 0.02% hits; in the data active = activation above about 50%, passing the limit was not always enough; note: a part of the inactive calls stands beside numbers as strong as those of hits
GPR55 activation: GPR55 agonists via beta-arrestin recruitment, primary screen, imaging, U2OS cells, beta-arrestin-GFP redistribution (AID 1961); 290,000 compounds, 0.048% hits; activation, % at 10 µM; hits with a dose series show EC50 in µM; U2OS GPR55 beta-arrestin-GFP redistribution imaging; higher % means a stronger effect;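 active = activation above 40% with more than 50 cells counted in the well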;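 note: U2OS osteosarcoma cells stably expressing GPR55 and beta-arrestin-GFP; plate controls were DMSO negative control for no effect and LPI positive control for full effect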
KOR beta-arrestin-2: kappa opioid receptor blockers – cell-based, luminescence, uHTS (AID 1778) | KOR beta-arrestin recruitment, luminescence, antagonist mode; higher % means a stronger effect | inhibition, % at 10 µM, or IC50 in µM where a hit was titrated | 290,000 compounds, 0.091% hits; note: strong numbers were not always called active
NOD2 inhibition: NOD2 signaling inhibitors, cell-based, luminescence, uHTS, HEK293 (AID 1566) | HEK293 NOD2/NF-kB luciferase reporter, luminescence; higher % means a stronger effect | inhibition, % at 4 µM, or EC50 in µM where a hit was titrated | 290,000 compounds, 0.63% hits; note: many of its hits are not listed in these tables
T cell modulator: T cell immune modulators affecting CD8 T cell-vesicle binding; 2C CD8+ T cell-vesicle binding, flow cytometry; active compounds read low; calls only at 7 µM; 330,000 compounds, 0.068% hits;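 active = response, share of CD8 T cells binding vesicles, and their 90th percentile fluorescence all below set limits, cut at about 80% in these data, passing the limit was not always enough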
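Assay system: 2C TCR transgenic mouse naive CD8+ T cells, MACS-purified | Read-out: CD8+ gate FL2 mean fluorescence as % of same-row positive control | Signal: High-throughput flow cytometry with anti-B7-1 and anti-CD8 staining | Timing: Binding step 1.5 h, 37 °C, antibody labelling 20 min, ice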
T cell modulator vesicle-bound %: second read-out of T cell modulator, no call of its own (marks repeat the call); double positive events, %; measured here: CD8+ vesicle-bound cell fraction;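 binding gate set so that unloaded-vesicle control wells show 10% double positive cells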
NTR1 ag cell count 20 µM: second read-out of NTR1 ag, no call of its own (marks repeat the call); cell count; measured here: cell count, cytotoxicity flag
Myeloid diff 2 GFP+ MAC1+ %: further read-out of Myeloid diff 2, marked with its call; GFP+ MAC1+ double positive, %; measured here: differentiation confirmed by MAC1 staining
An asterisk follows results filed as active; i = inactive; nt = not tested or not shown; + = active, no number; [ ] = remark or other dose. Cut-off read from the data, not from the text of the source, unless noted: active = inhibition above about 50%; inactive = the rest. Only part of the results is shown; count on the stated rates, not on these rows.

SMILES | GPR55 LPI antagonism | Myeloid diff 2 | Myeloid diff 2 GFP+ MAC1+ % | NTR1 ag | NTR1 ag cell count 20 µM | NOD1 NF-kB reporter | KOR beta-arrestin-1 | GPR55 activation | KOR beta-arrestin-2 | NOD2 inhibition | T cell modulator | T cell modulator vesicle-bound %
Cc1cccc2nc(CSc3nc4ccc([N+](=O)[O-])cc4[nH]3)c(Br)n12 | -8% | i | 0.4 | 7.9 | 57 | -9% | -4.8% | -0.2% | -23% | 7% | i | 54
O=C(Nc1ccc(Cl)c(S(=O)(=O)Nc2ccccc2Cl)c1)c1cccs1 | 5% | i | 0.6 | 6.0 | 36 | 16% | -2.8% | 0.0% | -14% | 8% | i | 58
CC(=O)Oc1ccc(Nc2ccccc2)cc1 | 2% | i | 0.3 | 0.3 | 78 | -58% | 0.2% | -0.5% | -11% | 1% | i | 36
CCc1c(C)sc(NC(=O)c2cc(C)no2)c1C#N | -5% | i | 2.6 | -0.3 | 90 | -31% | 5.9% | -0.1% | -17% | -20% | i | 35
Cc1ccc(NC(=O)Cn2nnc(C(=O)NCc3ccccc3)c2N)cc1C | -11% | i | 2.4 | -1.9 | 95 | -19% | 6.2% | -0.1% | -10% | -20% | i | 29
CC(CCc1ccco1)NC(=O)Cn1ncc2c(=O)oc3ccccc3c21 (stereo unspecified) | 15% | i | 5.0 | 4.1 | 48 | -36% | 0.4% | -0.1% | 21% | 8% | i | 35
COc1ccc(CNC(=O)C2=C(C)C(=O)OC23CCC(C)CC3)cc1 (stereo unspecified) | -15% | i | 2.2 | 6.4 | 55 | 2% | 15% | -0.1% | -3% | -6% | i | 30
O=c1oc2cc(OCc3ccc(C(F)(F)F)cc3)ccc2cc1-c1ccccn1 | 6% | i | 0.7 | -3.6 | 74 | -9% | 0.5% | -0.1% | 7% | -1% | i | 40
COc1cccc(NC(=O)CN(C)CC(=O)NC(C)c2ccccc2)c1 (stereo unspecified) | 15% | i | 0.2 | 1.8 | 59 | 2% | 1.5% | 0.2% | nt | -3% | i | 27
CC(C)n1c(=O)[nH][nH]c1=S | 4% | i | 0.7 | 0.0 | 50 | -7% | 2.7% | 0.5% | 31% | -2% | i | 30
COc1cc(-c2cc(=O)c3ccccc3o2)ccc1O | 5% | i | 1.8 | 1.9 | 95 | -40% | -3.1% | 0.5% | 15% | -120% | i | 11
CC(C)C(NS(=O)(=O)c1cccc2nsnc12)C(=O)NCCC1=CCCCC1 (stereo unspecified) | -1% | i | 2.5 | 8.3 | 61 | 13% | -4.9% | -0.2% | 22% | 14% | i | 36
COc1ccc(C(=O)COc2ccc(NC(C)=O)cc2)cc1 | -2% | i | 1.3 | 2.0 | 41 | -27% | -1.8% | -0.1% | 13% | -6% | i | 22
COc1ccc(-c2nc(CS(=O)(=O)CC(=O)NCc3ccc(F)cc3)c(C)o2)cc1 | -6% | i | 2.6 | 1.3 | 65 | -17% | 1.0% | -0.1% | -15% | 19% | i | 27
Cc1ccc(C(OC(=O)c2ccco2)C(=O)NCc2cccs2)cc1 (stereo unspecified) | -7% | i | 0.9 | 1.5 | 81 | -12% | -4.2% | -0.3% | -2% | 6% | i | 18
Cc1ccc(CNC(=O)Cn2cnc(S(=O)(=O)N3CCC(C)CC3)c2)o1 | -11% | i | 2.2 | 1.7 | 66 | -32% | 2.3% | -0.1% | -27% | -4% | i | 42
O=C(COC(=O)/C=C/c1ccc(F)cc1)NCc1ccco1 | 4% | i | 0.8 | 1.4 | 60 | -22% | -9.4% | -0.3% | -3% | 5% | i | 48
O=c1c2cnn(-c3ccc(F)cc3)c2ncn1Cc1ccccc1 | -2% | i | 0.6 | 0.0 | 64 | 30% | 4.1% | 0.3% | -15% | 17% | i | 11
CCOc1ccc(/C=N/OCC(=O)Nc2ccc3c(c2)OCO3)cc1 | -2% | i | 1.1 | -0.7 | 52 | -39% | -0.7% | 0.1% | -12% | -16% | i | 9
Cn1nccc1C(=O)NC1CCN(Cc2ccccc2)CC1 | 14% | i | 2.5 | -0.1 | 57 | -28% | -1.3% | 0.3% | 21% | 2% | i | 71
CCNC(=O)c1c(NC(C)=O)sc2c1CCCC2 | 14% | i | 1.2 | 0.0 | 34 | 14% | 0.0% | -0.1% | -6% | 6% | i | 23
N#Cc1cc(C(=O)c2cc(Br)ccc2O)cn(Cc2ccccc2)c1=O | -6% | i | 0.3 | 6.3 | 46 | 35% | 5.4% | -0.3% | -72% | 13% | i | 21
COc1ccccc1OCC(=O)OCn1c(SC)nnc(C)c1=O | 10% | i | 0.6 | 1.5 | 37 | -9% | -3.0% | -0.3% | 8% | 6% | i | 31
N#CC(C(=O)C1CCCCC1)c1nc2ccccc2[nH]1 (stereo unspecified) | 3% | i | 1.8 | 4.0 | 40 | -11% | -5.8% | -0.1% | 34% | 1% | i | 32
COc1ccc(CCNC(=O)CCC(=O)Nc2nnc(C(C)C)s2)cc1OC | 0% | i | 0.5 | -0.9 | 32 | -8% | 18% | 0.6% | 20% | 6% | i | 44
Cc1ccc(C(=O)N2CCN(c3ccc(NC(=S)NC(=O)c4cccs4)cc3)CC2)cc1 | 3% | i | 0.2 | 1.0 | 39 | 40% | nt | 0.2% | -2%[20 µM] | 14% | i | 37
COCCOC(=O)c1sc2nc[nH]c(=O)c2c1C | 4% | i | 0.0 | 0.6 | 35 | -37% | 2.8% | -0.7% | 7% | 17% | i | 44
COc1cc(Cl)c(C)cc1NC(=O)CC1CCCC1 | -6% | i | 0.3 | -0.4 | 51 | -11% | 1.1% | -0.3% | -24% | 5% | i | 41
CC(=O)c1ccc(NC(=O)CSc2ccc(-c3ccc4c(c3)OCO4)nn2)cc1 | -23% | i | 0.9 | 0.4 | 78 | -39% | -5.3% | 0.2% | 19% | -20% | i | 43
Cc1cc(NC(=O)CC23CC4CC(C2)CC(CC(=O)Nc2cc(C)on2)(C4)C3)no1 | -4% | i | 0.5 | -1.9 | 80 | -21% | 4.3% | -0.1% | 0% | -13% | i | 38
Cn1c(Cc2ccc3c(c2)OCO3)nnc1SCC(=O)NC(C)(C)C | 1% | i | 0.3 | 2.3 | 42 | -22% | -5.3% | 0.2% | 13% | 12% | i | 9
Cc1ccc(NC(=O)CSc2nnnn2-c2ccc3c(c2)OCO3)cc1C | -4% | + | nt | -0.7 | 52 | 8% | 44% | -0.3% | -9% | 11% | i | 49
CNC(=S)N/N=C/c1cn(Cc2c(F)cccc2Cl)c2ccccc12 | -13% | i | 0.8 | 10 | 47 | -28% | 4.3% | -0.1% | -86% | -1% | i | 36
CC(C)c1ccc(C(=O)NC(=S)NCc2cccnc2)cc1 | -14% | i | 0.7 | -0.5 | 57 | -12% | 1.3% | 0.3% | -42% | -5% | i | 37
Cc1cccn2c(=O)c3cc(C#N)c(=NC(=O)c4ccncc4)n(CCCOC(C)C)c3nc12 | 4% | i | 1.2 | 3.9 | 47 | -6% | nt | -0.3% | -36% | 10% | i | 51
CCOC(=O)c1ccccc1N=Cc1c(O)c2ccccc2oc1=O | 3% | i | 0.1 | 4.1 | 57 | -30% | -4.5% | -0.1% | 3% | 7% | i | 55
COc1ccc(C(=O)Nc2ccccc2C(=O)NC(Cc2ccc(O)cc2)C(=O)NNC(=O)c2ccccc2Cl)cc1 (stereo unspecified) | -15% | i | 1.5 | 2.4 | 63 | 18% | 9.8% | 0.5% | -31% | 4% | i | 6
COc1ccc(S(=O)(=O)N2CCOC2CNC(=O)C(=O)NCc2cccnc2)cc1C (stereo unspecified) | 12% | i | 0.5 | 0.2 | 57 | -2% | 0.6% | -0.1% | -18% | 3% | i | 43
Cc1ccc(C(=O)c2cc([N+](=O)[O-])ccc2N2CCCCC2)cc1 | -19% | nt | nt | 4.4 | 51 | -28% | 1.5% | -0.4% | -154% | -32% | i | 37
COC(=O)[C@@H](NC(=O)NC1CCCc2ccccc21)C(C)C (stereo partly specified) | -2% | i | 5.6 | 3.6 | 84 | 9% | -2.9% | 0.3% | 10% | 10% | i | 34

Overlap with the part before: 2 compounds; new compounds follow.
SMILES | GPR55 LPI antagonism | Myeloid diff 2 | Myeloid diff 2 GFP+ MAC1+ % | NTR1 ag | NTR1 ag cell count 20 µM | NOD1 NF-kB reporter | KOR beta-arrestin-1 | GPR55 activation | KOR beta-arrestin-2 | NOD2 inhibition | T cell modulator | T cell modulator vesicle-bound %
Cc1ccc(C(=O)c2cc([N+](=O)[O-])ccc2N2CCCCC2)cc1 | -19% | nt | nt | 4.4 | 51 | -28% | 1.5% | -0.4% | -154% | -32% | i | 37
COC(=O)[C@@H](NC(=O)NC1CCCc2ccccc21)C(C)C (stereo partly specified) | -2% | i | 5.6 | 3.6 | 84 | 9% | -2.9% | 0.3% | 10% | 10% | i | 34
CCOC(=O)c1ccc(N2C=C(C(=O)OC)C(c3cccc(O)c3)C(C(=O)OC)=C2)cc1 | 1% | i | 0.3 | 2.4 | 89 | -4% | 0.1% | -0.1% | 5% | 7% | i | 35
CCn1cc(C(=O)NCCc2ccccc2)c(=O)c2cc(S(=O)(=O)N3CCCC3)ccc21 | -5% | i | 0.7 | -0.3 | 48 | -27% | 2.0% | 0.5% | -24% | 2% | i | 38
O=C(O)CCCN1C(=O)NC2NC(=O)NC21 (stereo unspecified) | 6% | i | 0.8 | -0.1 | 56 | -20% | -4.3% | -0.1% | 29% | 18% | i | 34
O=C(COc1ccc(C(=S)N2CCOCC2)cc1)N1CCCC1 | -8% | i | 1.7 | 2.0 | 81 | -9% | 0.7% | 0.0% | -6% | -4% | i | 26
NNc1ccc(Cc2ccc(Cl)cc2Cl)nn1 | 6% | i | 0.5 | 3.2 | 43 | 1% | -1.1% | -0.3% | 0% | -16% | i | 53
CCOP(=O)(OCC)c1nc(-c2ccccc2Cl)oc1N1CCOCC1 | 0% | i | 0.3 | 0.3 | 61 | -24% | -3.8% | -0.5% | -39% | 8% | i | 65
O=C(Nc1cccc(NC(=O)c2cccc(F)c2)n1)c1cccc(F)c1 | 12% | i | 1.0 | -0.2 | 52 | -1% | -2.3% | -0.1% | -2% | 37% | i | 25

Limited to GPR55 activation, GPR55 LPI antagonism and NTR1 ag (2 entries from above):
mol,GPR55 activation,GPR55 LPI antagonism,NTR1 ag
CCOC(=O)c1ccc(N2C=C(C(=O)OC)C(c3cccc(O)c3)C(C(=O)OC)=C2)cc1,-0.1%,1%,2.4
CCn1cc(C(=O)NCCc2ccccc2)c(=O)c2cc(S(=O)(=O)N3CCCC3)ccc21,0.5%,-5%,-0.3
